Bioassay records deposited in PubChem BioAssay by several laboratories.
phage Ecoli inh: E. coli growth loss with phage present. growth absorbance. inhibition, % at 11.9 µM. hit rate 0.26% among 360,000. AID 651602; in the data active = inhibition above about 11%
Wnt act: activates Wnt/beta-catenin signaling in a reporter cell assay. activator, plate reader. activation, % at 9.35 µM. hit rate 1.2% among 300,000; in the data active = activation above about 30%, passing the limit was not always enough; inconclusive = no clear call, values can overlap the other calls;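 note: 0% = neutral control wells and 100% = positive control wells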
Tat export inh: E. coli Tat transport inhibition; E. coli MC4100 TorA-mCherry Tat export, fluorescence; inhibition, % at 10 µM; hit rate 0.036% among 340,000;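 active = mean replicate inhibition at least 50% and at least half of replicates individually reaching 50%; inconclusive = only one of the two criteria met; inactive = neither criterion met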;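 note: exported cargo escapes ClpAP degradation while cytoplasmic cargo is degraded and loses fluorescence; 0% = median of neutral control wells and 100% = median of NaSCN control wells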
MITF act: increases MITF-driven TRPM1 promoter luciferase signal | activation, % at 12.5 µM | hit rate 0.75% among 300,000 | AID 588334 | SK-MEL-5 TRPM1-promoter luciferase, 24 h; % of positive control, neutral wells = 0;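 active = mean activation of at least 80% with every replicate also reaching 80%; inconclusive = mean reaches 80% but some replicate falls short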;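 note: 0% = neutral control wells and 100% = parthenolide positive control wells; values of inactives mirror those of a sister screen read the other way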
AddAB inh: less growth of phage-infected E. coli with AddAB; E. coli expressing H. pylori AddAB, absorbance growth; inhibition, % at 11.9 µM; hit rate 0.29% among 330,000; AID 435030; in the data active = inhibition above about 12%;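 note: 0% = vehicle wells of infected cells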
CAL PDZ FP-1: CAL PDZ (human) peptide binding inhibition. Q9HD26. purified CAL PDZ, TMR-peptide fluorescence polarization, 1 h. inhibition, % at 24.9 µM. hit rate 0.92% among 300,000. AID 602252;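 active = mean inhibition of at least 30% with at least half of replicates also reaching 30%; inconclusive = no clear call, values can overlap the other calls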;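 note: 0% = DMSO neutral control and 100% = excess unlabeled competitor peptide PRC23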
CAL PDZ FP-2: inhibitors of human CAL PDZ peptide binding; purified CAL PDZ, TMR-peptide fluorescence polarization, 1 h; AID 504414; Q9HD26; hit rate 0.02% among 330,000; inhibition, % at 20 µM;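 active = highest replicate inhibition of at least 40%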;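 note: plate controls were DMSO neutral control wells for no effect and unlabeled competitor peptide control wells for full effect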
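Read-out basis: mP drop reported as inhibition | Assay system: Tagged CAL PDZ protein CerCALP, purified | Benchmarks: Unlabelled peptide for full inhibition, DMSO wells as neutral | Schedule: 1 h incubation at room temperature before polarization reading | Buffer or medium: Sodium phosphate/NaCl buffer pH 7.4 with TCEP, IgG, Thesit | Doses: Single point, 20 µM | Measured by: Fluorescence polarization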
SR-BI uptake up: SR-BI HDL lipid transfer activation. hit rate 0.096% among 320,000. AID 504775. CHO ldlA[mSR-BI] cells, DiI-HDL uptake fluorescence, 3 h; 100 = double the neutral-control signal. activation, % at 12.5 µM;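 active = mean replicate activation of at least 60% and every replicate at or above 60%; inconclusive = mean or all-replicate condition met, but not both; inactive = mean below 60% and not all replicates reaching 60%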;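 note: 0% = median plate neutral-control signal and 100% = twice that signal; values of inactives mirror those of a sister screen read the other way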
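Material – SR-BI-overexpressing, LDLR-lacking CHO cells · Medium – BSA-supplemented, HEPES-buffered Ham's F12, pH 7.4 · Doses – single concentration · Times – compound with DiI-HDL co-incubation, 3 h at 37 °C · Measured by – bottom-read fluorescence, 550/595 nm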
SR-BI HDL uptake: mouse SR-BI HDL lipid transfer inhibition; ldlA[mSR-BI] CHO cells, DiI-HDL uptake fluorescence, 3 h; Q61009; inhibition, % at 12.5 µM; hit rate 0.96% among 320,000;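 active = mean replicate inhibition of at least 70% and a set share of replicates each scoring 70 or more; inconclusive = meets just one of the two criteria; inactive = fails both criteria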;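 note: 0% = median of neutral control wells and 100% = median of positive control wells; values of inactives mirror those of a sister screen read the other way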
Target sequence (Q61009 whole entry, looked up): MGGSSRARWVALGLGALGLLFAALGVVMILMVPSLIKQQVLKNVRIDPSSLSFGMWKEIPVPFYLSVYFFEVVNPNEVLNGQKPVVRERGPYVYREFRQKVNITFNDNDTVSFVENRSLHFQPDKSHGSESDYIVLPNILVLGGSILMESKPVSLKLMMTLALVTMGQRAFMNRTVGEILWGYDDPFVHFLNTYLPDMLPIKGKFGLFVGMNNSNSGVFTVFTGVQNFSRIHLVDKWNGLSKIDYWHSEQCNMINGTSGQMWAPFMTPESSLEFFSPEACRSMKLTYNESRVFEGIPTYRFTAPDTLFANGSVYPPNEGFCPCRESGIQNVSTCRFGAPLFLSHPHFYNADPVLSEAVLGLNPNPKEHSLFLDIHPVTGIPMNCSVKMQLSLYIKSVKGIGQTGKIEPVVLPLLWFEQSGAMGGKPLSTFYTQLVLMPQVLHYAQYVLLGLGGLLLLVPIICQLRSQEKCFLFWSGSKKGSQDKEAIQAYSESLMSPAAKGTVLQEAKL
Ecoli viability: counter-screen for AddAB inhibitors: E. coli growth inhibition. AID 449728. inhibition, % at 11.9 µM. hit rate 0.27% among 330,000. E. coli V3065 growth, OD600 absorbance, 18 h;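 active = inhibition above the campaign's mean inhibition across all tested compounds plus 3 SD, cut at about 9.9% in these data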;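 note: uninfected addAB+ strain grown without phage in ampicillin broth; 0% = DMSO wells and 100% = ciprofloxacin 0.95 µg/ml wells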
An asterisk follows results filed as active; ? = inconclusive; . = not tested or not shown. No enrichment for hits. About 3.6% of those tested had a hit in this group.

item | Structure | phage Ecoli inh | Wnt act | Tat export inh | MITF act | AddAB inh | CAL PDZ FP-1 | CAL PDZ FP-2 | SR-BI uptake up | SR-BI HDL uptake | Ecoli viability
1 | COc1ccc(CNC(=O)c2cccc(NC3=NC4CS(=O)(=O)CC4S3)c2)cc1 (centres undefined) | 4.7 | -4 | 5 | . | -3.0 | . | -0.7 | -1 | 1 | -3.9
2 | COc1cc(NC(=O)C2=C(N3CCOCC3)/C(=C\c3ccc(N(C)C)cc3)CCC2)cc(OC)c1OC | 0.1 | 7 | 4 | -31 | 2.5 | 0 | -0.5 | -74 | 74* | -1.4
3 | COc1cc2ccccc2cc1C(=O)Nc1cccnc1 | 0.0 | 14 | -8 | 71 | -1.7 | -4 | -2.2 | -54 | 54 | 0.4
4 | Cc1cccc(C(=O)OC(C)C(=O)NC(=O)NC2CCCCC2)c1O (centres undefined) | . | . | 13 | 3 | -0.2 | 14 | -1.2 | 38 | -38 | 0.8
5 | Cc1cccc(-n2c(-c3ccoc3C)n[nH]c2=S)c1 | 3.1 | -3 | 1 | -3 | 2.9 | 0 | -2.4 | 30 | -30 | -0.3
6 | CS(=O)(=O)c1ccc2nc(NC(=O)CC3CCCC3)sc2c1 | 0.4 | -1 | -1 | 18 | 0.1 | -2 | -2.6 | 1 | -1 | -2.7
7 | S=C(Nc1ccccn1)NC1CCCC1 | 3.7 | -2 | 16 | -19 | 4.6 | -2 | -2.7 | 2 | -2 | 0.4
8 | COc1cc2c(cc1OC)C(c1ccccc1)NC(C)(C)C2 (centres undefined) | 2.1 | 1 | 10 | 6 | 0.0 | 0 | 0.5 | 21 | -21 | 3.7
9 | Cc1ccsc1/C=N/Nc1ncnc2nc[nH]c12 | 3.8 | 15 | 4 | 58 | 1.6 | 2 | 0.5 | 17 | -17 | 1.4
10 | COc1ccc2oc3ccccc3c(=O)c2c1 | 3.1 | 33* | 2 | 73 | 0.8 | -7 | -1.0 | 2 | -2 | -2.2
11 | O=Cc1nc(-c2ccc(Cl)cc2)n2ccccc12 | 1.9 | . | 0 | 12 | 2.1 | 21 | -3.3 | -6 | 6 | -0.3
12 | N#Cc1cc(Oc2cccc3cccnc23)c(-n2nnc3ccccc32)cc1C#N | 1.4 | 4 | -1 | -21 | -0.1 | . | -1.5 | -19 | 19 | 3.3
13 | O=C(Cn1ccsc1=NC(=O)c1ccco1)c1ccccc1 | 4.1 | 7 | 3 | 1 | 0.7 | 2 | -1.9 | -7 | 7 | 1.8
14 | O=C(Oc1coc(CSc2ncccn2)cc1=O)c1ccccc1[N+](=O)[O-] | 2.9 | 4 | -22 | 10 | 0.9 | 82* | -0.4 | 5 | -5 | -2.1
15 | O=C(Cn1ccc([N+](=O)[O-])n1)NCc1cccnc1 | 1.9 | 28 | 7 | 5 | 4.8 | -10 | 1.4 | 0 | 0 | 6.3
16 | Cc1ccc(S(=O)(=O)N2CCCC2)cc1C(=O)N1CCC(C)CC1 | 1.4 | -1 | 0 | -8 | 3.1 | -1 | -3.2 | 11 | -11 | -0.3
17 | Clc1ccc(Nc2ncnc3c2nnn3Cc2ccccc2)cc1 | 3.3 | 3 | . | . | 1.6 | . | . | . | . | 1.2
18 | S=C(NCCCc1ccccc1)Nc1ccc(Cl)cc1 | 8.6 | . | -1 | 14 | 12* | 0 | -2.5 | . | . | 7.5
19 | CCc1ccccc1NC(=S)NC1CC2CCCC(C1)N2Cc1cccs1 (centres undefined) | -0.2 | . | 3 | -6 | 1.5 | -2 | -2.3 | 5 | -5 | 0.7
20 | O=C(Nc1ccccc1F)N(Cc1ccc(F)cc1)Cc1nc2ccccc2c(=O)[nH]1 | 3.2 | 0 | 4 | -4 | 3.4 | 5 | -0.5 | -19 | 19 | 2.7
21 | COC(=O)C1=C(C)N(C)C(=O)/C1=C\c1ccco1 | 2.1 | 0 | 9 | -10 | -0.2 | -4 | 0.0 | 5 | -5 | -2.8
22 | COc1ccccc1NC(=O)c1ccccc1NS(=O)(=O)N1CCCC1 | 2.6 | . | 3 | 8 | 0.3 | -3 | 0.1 | -12 | 12 | -1.4
23 | Cc1ccc(C(=O)NCCOc2ccc(Cl)cc2)cc1 | 2.9 | ? | 2 | 34 | 1.8 | 0 | -0.9 | . | . | -0.8
24 | O=C(Oc1ccccc1/C=C\C(=O)c1cc2ccccc2o1)c1ccccc1 | 2.2 | 53* | 2 | 12 | 1.2 | -1 | -0.2 | 2 | -2 | -0.3
25 | CC(=O)Nc1ccc(/C=N/Nc2nc3ccccc3s2)cc1 | -2.3 | 57* | 5 | 53 | . | -10 | 0.6 | -55 | 55 | .
26 | Cc1cc(=S)[nH]c(=S)[nH]1 | 2.0 | -1 | 0 | 5 | 1.3 | -2 | -3.2 | . | . | 2.1
27 | Cc1ccc(-n2c(-c3ccco3)nc3c(cnn3-c3ccccc3C)c2=O)cc1 | 3.1 | 14 | 4 | . | 0.9 | -4 | -0.3 | -14 | 14 | -1.0
28 | Cc1nc(-c2ccc(C(=O)NCCO)cc2)cs1 | 2.6 | 3 | 0 | 19 | 0.9 | . | -0.1 | 18 | -18 | 1.7
29 | COc1ccccc1N(CC(=O)N1CCCCCC1)S(C)(=O)=O | 0.1 | . | 0 | -2 | 4.8 | -4 | -1.5 | -1 | 1 | -1.5
30 | COc1ccc(OCC(=O)Nc2ccc(C(=O)Nc3ccccc3C(=O)O)cc2)cc1 | 0.2 | 13 | -5 | -9 | 2.9 | -7 | -10 | 4 | -4 | 0.6
31 | Cc1ccc(N2C(=O)CS(=O)(=O)CC2=O)cc1 | 3.6 | . | -6 | 3 | 3.5 | 4 | 1.2 | 16 | -16 | -0.6
32 | Cc1cccnc1NC(=O)C1CC(=O)N(c2ccc3c(c2)OCCO3)C1 (centres undefined) | 0.7 | 9 | 1 | -3 | -0.8 | -1 | -2.0 | 20 | -20 | -1.6
33 | O=C(Nc1ccncc1)c1ccc2c(c1)OCCO2 | 2.5 | . | 4 | 24 | -3.2 | -1 | -0.5 | 9 | -9 | -1.9
34 | COc1ccc(-c2c(-c3ccccc3OC)sc3ccccc23)cc1 | -1.3 | -5 | 8 | 4 | 4.9 | 0 | -1.9 | -53 | 53 | -1.7
35 | COc1ccc(S(=O)(=O)NCc2csc(C)n2)cc1OC | 0.6 | 3 | 1 | 10 | -3.0 | -2 | 0.6 | -2 | 2 | -1.6
36 | c1ccc(CSc2ncnc3c2ncn3C2CCCCO2)cc1 (centres undefined) | 4.9 | -4 | 1 | 100* | . | -1 | -0.9 | -2 | 2 | .
37 | Cn1nc(C(F)(F)F)c(/C=N/OC(=O)c2ccccc2)c1SCc1ccc(Cl)cc1 | 0.0 | -3 | 4 | 15 | -0.7 | -2 | 0.1 | -4 | 4 | -0.8
38 | O=C1O[C@H]([C@@H](O)CO)C(O)=C1O | 3.6 | -1 | 10 | -2 | -4.3 | -6 | -1.2 | 2 | -2 | -0.6
39 | COc1ccc(C(=O)C(OC(=O)c2ccc(C)c(NC(C)=O)c2)c2ccccc2)cc1 (centres undefined) | 2.5 | -1 | 15 | . | 0.6 | 5 | 0.9 | -16 | 16 | -0.8
40 | CCSc1nnc(-c2ccccc2NC(C)=O)c(=O)[nH]1 | 3.1 | -2 | 7 | -10 | 4.6 | -3 | -0.6 | 15 | -15 | 0.3
41 | O=C(O)c1ccccc1Nc1ccccc1 | 2.9 | -1 | 1 | 3 | -1.8 | 3 | 0.6 | 2 | -2 | -0.5
42 | CCOCC(=O)Nc1nnc(C)s1 | 3.1 | -3 | 1 | . | 0.0 | -1 | -2.3 | 20 | -20 | -1.3
43 | COc1ccc(-n2nnc3c(SC(C(C)=O)C(=O)N(C)C)ncnc32)cc1 (centres undefined) | 1.3 | -1 | -3 | -2 | 1.6 | -9 | -2.1 | 16 | -16 | -0.5
44 | CCN(CC)c1ccc(NC(=O)c2[nH]c(C)c(C(C)=O)c2C)c(C)c1 | 0.7 | . | 3 | 17 | 0.9 | 1 | -0.9 | -52 | 52 | 0.1
45 | CCOC(=O)C1=C(COC(=O)[C@@H]2CCCN2S(=O)(=O)c2ccc(C)cc2)NC(=O)NC1C (some centres undefined) | -0.9 | 2 | -5 | 15 | 3.7 | -5 | 0.8 | -1 | 1 | 0.8
46 | CCOc1ccc(CCNc2nc3ccc(C)cc3n3cnnc23)cc1OCC | 0.6 | 0 | 5 | 8 | -3.2 | -3 | 0.2 | -20 | 20 | -1.7
47 | COc1ccc(OCC(O)CNC(=O)c2ccccc2)cc1 (centres undefined) | 1.7 | 1 | -6 | . | 3.6 | -4 | -0.5 | 11 | -11 | 2.4
48 | O=[N+]([O-])c1ccc(Cl)c(CN2CCC(O)CC2)c1 | 3.3 | 1 | -5 | 15 | 3.8 | -4 | -3.1 | 36 | -36 | 1.9
49 | O=C(NCc1ccncc1)c1ccc(Cl)c(S(=O)(=O)N2CCCCC2)c1 | 3.1 | -3 | -3 | 9 | 4.1 | 1 | . | 11 | -11 | -1.1
50 | Nc1nc(-c2ccc3c(c2)CCCC3)c(CC(=O)O)s1 | -1.1 | 2 | 4 | -5 | . | 0 | -1.0 | 10 | -10 | .

Next section:
item | Structure | phage Ecoli inh | Wnt act | Tat export inh | MITF act | AddAB inh | CAL PDZ FP-1 | CAL PDZ FP-2 | SR-BI uptake up | SR-BI HDL uptake | Ecoli viability
51 | CCCOc1ccc(/C=N/NC(=O)CN2CCCCC2)cc1OCC | 0.5 | 0 | -1 | . | 1.6 | . | -1.8 | -28 | 28 | -0.1
52 | COc1cc(C(C(=O)NC(C)(C)C)N(Cc2ccccc2)C(=O)c2cnccn2)cc(OC)c1OC (centres undefined) | 0.7 | . | -12 | -5 | 1.0 | -2 | -0.3 | 10 | -10 | 0.1
53 | COc1ccc(-n2c(C)cc(/C=N/Nc3nc(N4CCOCC4)nc(N4CCOCC4)n3)c2C)cc1 | 1.7 | 3 | -3 | 2 | 0.4 | -3 | 0.0 | 14 | -14 | -2.9
54 | CC(=O)Nc1ccc([N+](=O)[O-])cn1 | -3.0 | . | 4 | 5 | 1.6 | 20 | 0.7 | 24 | -24 | -3.0
55 | CCOc1ccccc1-c1cc(C(=O)N2CCOCC2)c2ccccc2n1 | -1.3 | 0 | -6 | -9 | 0.8 | -2 | 5.5 | 12 | -12 | -1.0
56 | COc1ccc(C(CC(=O)Nc2ccc(C)cc2)NC(=O)C(F)(F)F)cc1 (centres undefined) | 4.7 | 1 | -4 | 1 | 0.3 | . | 0.5 | 21 | -21 | -0.9
57 | COc1ccc(-c2nc3ccccc3c(=O)[nH]2)cc1 | 1.1 | 12 | -3 | . | 1.3 | -2 | -3.0 | -11 | 11 | 1.8
58 | COc1ccc(NC(=O)C2C3CC/C=C\CCC32)cc1 (centres undefined) | 2.1 | 24 | -7 | . | 0.4 | -3 | -0.3 | -9 | 9 | 0.9
